GPR7 antag – GPR7 receptor antagonists, primary screen, cell-based, fluorescence, single concentration. 290,000 tested, 1.1% active. GPR7-expressing cells, fluorescence antagonist assay. inhibition, % at 4.4 µM. Neuropeptides B/W receptor type 1 (Homo sapiens), P48145; in the data active = inhibition above about 16%, passing the limit was not always enough;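 also: cells stimulated with the agonist NPW; 0% = agonist with vehicle and 100% = vehicle without agonist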
Target sequence (P48145 whole entry, looked up): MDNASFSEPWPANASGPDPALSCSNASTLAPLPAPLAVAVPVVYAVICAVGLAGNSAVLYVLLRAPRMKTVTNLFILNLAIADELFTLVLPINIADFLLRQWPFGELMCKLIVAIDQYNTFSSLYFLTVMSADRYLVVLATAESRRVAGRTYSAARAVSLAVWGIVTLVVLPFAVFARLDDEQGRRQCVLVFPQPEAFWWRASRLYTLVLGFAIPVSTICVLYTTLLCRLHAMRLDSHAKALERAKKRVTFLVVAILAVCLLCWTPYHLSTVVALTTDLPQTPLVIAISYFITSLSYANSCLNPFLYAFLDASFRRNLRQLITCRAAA
PHOSPHO1 inh – PubChem AID 1565; Phosphoethanolamine/phosphocholine phosphatase (Homo sapiens), Q8TCT1; recombinant PHOSPHO1, absorbance phosphatase assay; inhibition, % at 13.3 µM; 290,000 tested, 1.1% active; in the data active = inhibition above about 60%
Target sequence (Q8TCT1 whole entry, looked up): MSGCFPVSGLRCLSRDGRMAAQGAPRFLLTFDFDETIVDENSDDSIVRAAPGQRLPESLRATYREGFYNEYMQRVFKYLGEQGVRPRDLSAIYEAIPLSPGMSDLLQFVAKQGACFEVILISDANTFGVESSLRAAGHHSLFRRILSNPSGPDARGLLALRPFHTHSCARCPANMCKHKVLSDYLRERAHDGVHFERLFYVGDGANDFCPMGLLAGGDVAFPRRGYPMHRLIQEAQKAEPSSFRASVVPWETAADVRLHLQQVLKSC
IDE cell activ – human IDE activators in live cells, primary screen, fluorescence polarization, HEK cells, FAbeta-B substrate; Insulin-degrading enzyme (Homo sapiens), P14735; FAbeta-B cleavage; 0% vehicle, 100% cell-free pure enzyme wells; activation, % at 5.96 µM; 340,000 tested, 0.073% active; AID 493087, 2011;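 active = activation above the mean of all tested compounds plus 3 SD, set per screening campaign, cut at about 17% in these data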
IDE inh – human IDE inhibitors in live cells, primary screen, fluorescence polarization, HEK cells, FAbetaB substrate; Insulin-degrading enzyme (Homo sapiens), P14735; FAbetaB cleavage; inhibition, % at 5.59 µM; 320,000 tested, 0.41% active;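 active = percent inhibition above the average of all tested compounds plus 3 SD, set per screening campaign, cut at about 16% in these data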;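 also: IDE supplied by intact live HEK cells; FP after avidin binding of uncleaved biotin substrate so inhibition keeps polarization high; 0% = DMSO wells and 100% = 60 µM reference IDE inhibitor Ii1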
M18AAP inhibitor – PfM18AAP inhibitors, malaria aminopeptidase, primary screen, biochemical, QFRET, recombinant enzyme; 290,000 tested, 1.2% active; H-Glu-NHMec fluorogenic cleavage; M18 aspartyl aminopeptidase (Plasmodium falciparum 3D7); inhibition, % at 7.35 µM;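 active = inhibition above the campaign mean inhibition over all tested compounds plus 3 SD, cut at about 28% in these data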;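 also: 0% = plate median of test compound wells and 100% = 2 mM ZnCl2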
IMP-1 inhibitor – IMP-1 metallo-beta-lactamase inhibitors, primary screen, biochemical, epi-absorbance readout, Pseudomonas aeruginosa enzyme; metallo-beta-lactamase IMP-1 (Pseudomonas aeruginosa); purified IMP-1, nitrocefin hydrolysis, epi-absorbance fluorescence; inhibition, % at 5.6 µM; 290,000 tested, 0.45% active; AID 1556, 2009;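 active = inhibition above the mean plus 3 SD of all compounds in the same screening run, cut at about 4.5% in these data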;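 also: 0% = IMP-1 with DMSO and 100% = DMSO wells lacking enzyme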
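System: Purified recombinant IMP-1 metallo-beta-lactamase enzyme | Measured by: Fluorescence quenching readout, ex 480/em 530 nm | Replication: Singlicate | Incubation: 15 min preincubation plus 25 min reaction at 25 °C | Evaluation: Percent inhibition from optical density relative to buffer-blank wells | Benchmarks: DMSO with and without IMP-1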
NALP1 yeast inh – NALP1 inflammasome inhibitors in reconstituted yeast, colorimetric, S. cerevisiae, triplicate retest; inhibition, % at 10 µM; S. cerevisiae NALP1/ASC/caspase-1 growth, X-gal OD620, 72 h; 280,000 tested, 0.61% active; in the data active = inhibition mostly above about 24%, no sharp cut-off; inactive = mostly below about 32%; also: some compounds called inactive have numbers as strong as hits
VIM-2 inhibitor – VIM-2 metallo-beta-lactamase inhibitors, primary screen, biochemical, epi-absorbance readout, Pseudomonas aeruginosa enzyme | purified VIM-2, nitrocefin hydrolysis, epi-absorbance fluorescence | inhibition, % at 5.6 µM | AID 1527, 2009 | 290,000 tested, 0.89% active;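 active = inhibition above the mean of all tested compounds plus 3 SD, cutoff set per screening run, cut at about 7.5% in these data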;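 also: red hydrolysis product quenches plate fluorescence so inhibitors raise well fluorescence; 0% = enzyme with DMSO and 100% = DMSO without enzyme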
p-CIP stab down – p/CIP-EGFP fusion destabilizers, primary screen, fluorescence, F442A cells; Q05BA5; 16 h; decrease of EGFP signal, % at 10 µM; 290,000 tested, 0.01% active;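 active = EGFP signal decrease of at least 30% at 10 µM or well 3 SD below plate mean, unless failing retest; inactive = the rest, including hits failing retest or dose response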; also: some compounds called inactive have numbers as strong as hits; many of its hits are not listed in these tables
Numbers without * were called inactive; nt = not tested or not shown.

GPR7 antag | SMILES | PHOSPHO1 inh | IDE cell activ | IDE inh | M18AAP inhibitor | IMP-1 inhibitor | NALP1 yeast inh | VIM-2 inhibitor | p-CIP stab down
-18 | COCCCNC(=O)C1CCC(CNS(=O)(=O)c2ccc3c(c2)CC(C)N3C(=O)C2CC2)CC1 (centres undefined) | 32 | -1 | 4 | -2 | -3.7 | 2 | -2.0 | 10
5 | CC(=O)N1CCc2cc(S(=O)(=O)CCC(=O)NCc3ccc4c(c3)OCO4)ccc21 | 22 | 4 | 2 | 2 | -2.4 | -6 | -1.5 | -6
-7 | COc1c2ccoc2c(OC(C)=O)c2oc(C)cc(=O)c12 | 24 | 2 | 3 | 0 | -1.3 | 14 | -0.7 | 11
-11 | Cc1cc(=O)[nH]c(SCC(=O)c2ccc(C(C)C)cc2)n1 | 21 | -1 | 3 | 4 | -4.5 | -3 | -0.3 | -1
-19 | COC(=O)c1cc(Nc2cc(C)c3c(O)cccc3n2)cc(C(=O)OC)c1 | 8 | 3 | 0 | 4 | -4.4 | nt | 2.3 | 0
-19 | O=C(Nc1ccccc1)N(Cc1ccccc1)Cc1ccccc1 | 16 | -4 | 3 | 5 | -1.7 | -45 | -1.1 | 6
-10 | COCCNC(=O)c1ccc(N2CC3CC(C2)c2cccc(=O)n2C3)c(NC(=O)c2ccc(F)cc2)c1 (centres undefined) | 36 | 1 | -2 | -8 | -1.8 | 30 | -3.5 | 7
-6 | CCc1nc(N[C@H](C(=O)O)C(C)C)c2oc3ccccc3c2n1 | 17 | 5 | 3 | -14 | -0.9 | 7 | 1.4 | -5
-4 | CC1=C(SCCC#N)S/C(=C2\SC(C)=C(SCCC#N)S2)S1 | 95* | -13 | 3 | -81 | -2.0 | 11 | 1.7 | 11
-1 | O=c1cc(CNc2cc(C(F)(F)F)cc(C(F)(F)F)c2)nc2sccn12 | 8 | -3 | 3 | -4 | -1.1 | 25 | 0.2 | 9
-19 | c1ccc(Cn2nnnc2C(c2cccnc2)N2CCN(C3CCCCC3)CC2)cc1 (centres undefined) | 1 | 6 | -5 | 4 | -2.5 | 14 | -3.0 | 7
-6 | CCCCN(C(=O)CSc1nncn1-c1ccccc1OC)c1c(N)n(Cc2ccccc2)c(=O)[nH]c1=O | 36 | 2 | 4 | -5 | -3.0 | 13 | -4.6 | -1
-4 | Oc1cccc(C(=S)N2CCN(Cc3ccccc3)CC2)c1 | 58 | 5 | 1 | 29* | -0.8 | 33 | -2.0 | -5
-3 | CSC1=NCCN1C(=O)c1ccc(S(=O)(=O)N2CCCC2)cc1 | 0 | 5 | 7 | -5 | -0.9 | nt | 0.6 | -16
-6 | CCN(CC)S(=O)(=O)c1ccc(N2CCOCC2)c(NC(=O)COc2ccccc2C#N)c1 | 36 | -7 | 9 | -3 | -3.0 | -3 | 1.4 | 5
-16 | CCOC(=O)c1cc(C(=O)NCc2ccc(Cl)cc2Cl)nn1C | 2 | 2 | 1 | 5 | -1.7 | 34 | -2.8 | -3
-6 | Cc1cc(C(=O)Nc2cnc3ccccc3c2)ccc1[N+](=O)[O-] | 32 | 2 | -5 | 0 | -2.4 | -8 | 1.9 | -10
-7 | COc1ccc(OC)c(NC(=O)C2CCCCC2)c1 | 3 | -1 | -1 | 8 | -4.5 | 11 | -5.0 | 2
2 | COCC1CCN(Cc2cn(C)nc2-c2cccc(Cl)c2)C1 (centres undefined) | 53 | 2 | 0 | -3 | -3.8 | -1 | -1.4 | -17
-1 | CN(C)S(=O)(=O)c1ccc(Cl)c(NC(=O)COC(=O)c2ccc(O)cc2)c1 | 37 | 2 | -3 | 11 | -2.7 | 10 | -0.8 | -6
3 | Cc1cc(-c2ccccc2)c2c(=O)[nH][nH]c2n1 | -17 | -1 | -2 | -2 | -3.2 | 1 | 1.9 | -6
16 | COc1ccc(-n2c(N)c(C(=O)NCc3ccco3)sc2=S)cc1 | 34 | 6 | 2 | 3 | -0.6 | 9 | -0.5 | -9
-8 | Cn1nc(-c2ccc(C(=O)Nc3ccc(F)cc3)cc2)c2ccccc2c1=O | 52 | nt | 4 | 4 | -2.0 | 4 | -1.5 | -16
-6 | COc1ccc(S(=O)(=O)N2CCC(C(=O)NCCN3CCOCC3)CC2)cc1 | 13 | -2 | 7 | -9 | -4.3 | 20 | -3.1 | -2
-12 | COc1ccccc1CN(C)C(=O)C1COc2ccccc2O1 (centres undefined) | -25 | 5 | -1 | -8 | -0.2 | 8 | -1.4 | -6
-11 | COC(=O)c1ccccc1NC(=S)NC(=O)c1ccccc1F | 17 | 4 | -5 | 0 | -4.8 | 23 | -1.4 | -9
-8 | CCc1nc2nc(C)c(NS(=O)(=O)c3ccc(Cl)cc3)c(=O)n2[nH]1 | 8 | 4 | 4 | -7 | -2.2 | -12 | -1.1 | 7
-13 | CC1(C)CC(NC(=O)c2ccc(Cl)cc2)CC(C)(C)N1 | 31 | 3 | 5 | 5 | -5.3 | 1 | 0.7 | 0
11 | COc1ccc(C(Nc2ccccn2)c2c(NC(=O)c3ccco3)sc(C)c2C)cc1OC (centres undefined) | -3 | 2 | 0 | -3 | -4.2 | 19 | -0.1 | -5
29* | Cc1ccc(NC(=O)Nc2ccc(F)c(Cl)c2)cc1 | 42 | -2 | -3 | 2 | -2.6 | -39 | -3.7 | -5

Ordered by formula weight (ascending): three of the compounds above.
GPR7 antag | SMILES | PHOSPHO1 inh | IDE cell activ | IDE inh | M18AAP inhibitor | IMP-1 inhibitor | NALP1 yeast inh | VIM-2 inhibitor | p-CIP stab down
2 | COCC1CCN(Cc2cn(C)nc2-c2cccc(Cl)c2)C1 (centres undefined) | 53 | 2 | 0 | -3 | -3.8 | -1 | -1.4 | -17
-11 | COC(=O)c1ccccc1NC(=S)NC(=O)c1ccccc1F | 17 | 4 | -5 | 0 | -4.8 | 23 | -1.4 | -9
-8 | CCc1nc2nc(C)c(NS(=O)(=O)c3ccc(Cl)cc3)c(=O)n2[nH]1 | 8 | 4 | 4 | -7 | -2.2 | -12 | -1.1 | 7

The results go on:
GPR7 antag | SMILES | PHOSPHO1 inh | IDE cell activ | IDE inh | M18AAP inhibitor | IMP-1 inhibitor | NALP1 yeast inh | VIM-2 inhibitor | p-CIP stab down
9 | Cc1cc(C)c(NC(=O)COc2ccccc2C(=O)Nc2ccc3c(c2)oc2ccccc23)c(C)c1 | 9 | 2 | -4 | 1 | -1.0 | 12 | 3.0 | 0
21* | c1ccc(-c2ccc(OCCCNC3CCCC3)cc2)cc1 | 37 | nt | 0 | -4 | -1.9 | 15 | 0.6 | -11
-7 | Cc1c(N(C(=O)c2cc(=O)[nH]c3ccccc23)C(C)C)c(=O)n(-c2ccccc2)n1C | 6 | 3 | -3 | -11 | -0.7 | 8 | 0.8 | 6
-8 | CSc1ncccc1C(=O)N1CCCC(C(=O)c2cc(F)ccc2F)C1 (centres undefined) | 44 | 4 | 4 | 0 | -3.6 | -22 | -2.9 | -12
-11 | CC1Cc2ccccc2N1CC(=O)NC(=O)NCc1ccccc1 (centres undefined) | 1 | 5 | 2 | 8 | -2.7 | 12 | -5.0 | 1
-12 | Cn1c2ccccc2c2cc(/C=C(\NC(=O)c3ccccc3)C(=O)NCC(=O)O)ccc21 | 36 | -44 | 32* | 5 | -2.1 | -19 | -2.9 | -28
1 | O=C(CSc1nnc(-c2ccc(F)cc2)c2ccccc12)Nc1cccc(Cl)c1 | -4 | 5 | 0 | 0 | -2.2 | 32 | -4.0 | -9
-15 | CC(C)CNC(=O)c1cccc(NC(=O)c2ccc3c(c2)C(=O)N(C)C3=O)c1 | -8 | 1 | 4 | 1 | -2.4 | 9 | -2.2 | -4
2 | CC1=C(C(=O)OCc2ccccc2)C(c2ccc([N+](=O)[O-])cc2)NC(=O)N1C (centres undefined) | 19 | -1 | 5 | 14 | -3.5 | -13 | -1.8 | -13
-10 | CC(=O)Nc1ccc2c(CN3C(=O)NC(C)(c4ccc(C)cc4)C3=O)cc(=O)oc2c1 (centres undefined) | -4 | -1 | 6 | -10 | -2.5 | 12 | -1.1 | 6
3 | O=C(CSc1ccccc1)NC1CCCCCCC1 | 23 | 4 | 2 | 6 | -2.6 | 6 | -3.0 | 8
5 | CCOC(=O)c1c(C)n(C)c2c(C)cc(O)c(OC(=O)CC)c12 | -28 | -2 | 5 | -10 | -0.6 | 2 | -1.1 | -4
-16 | O=C(CSc1ncccn1)NC(=O)NCc1ccco1 | -10 | 2 | 3 | -6 | -3.3 | 10 | -0.6 | -33
-2 | O=C(NCc1cccs1)c1ccccc1[N+](=O)[O-] | 0 | 2 | -5 | -5 | -3.7 | 32 | -1.0 | -14
-5 | CN(C)N1C(N)=C(C#N)C(c2cccs2)C2=C1CC(C)(C)CC2=O (centres undefined) | 24 | nt | 4 | 3 | -2.4 | 12 | -1.1 | -1
-11 | COc1ccc(CCNC(=O)c2ccc(S(=O)(=O)N(C)c3ccccc3)cc2)cc1OC | 28 | 4 | -2 | 3 | -3.9 | -5 | -2.8 | -5
9 | CCc1ccc(N2C(=O)C(Cl)=C(N3CCCCCC3)C2=O)cc1 | 26 | 3 | nt | 2 | -4.1 | 12 | -2.7 | -10
-10 | CCCSc1nnc(CNC(=O)C23CC4CC(CC(C4)C2)C3)n1Cc1ccccc1 | -17 | -1 | -4 | 4 | -2.6 | 26 | -5.0 | -8
-9 | COc1ccc(C(=O)NCCONC(=O)c2ccc(OC)cc2)cc1 | 29 | -1 | -6 | -4 | -1.5 | 11 | -0.6 | 12
2 | O=[N+]([O-])c1cc(/C=N/Nc2nc(N3CCCCC3)nc(N3CCCCC3)n2)ccc1O | -5 | 8 | 2 | 3 | -3.9 | -7 | -2.1 | -3
-10 | CC(=O)c1ccc(NC(=O)CSc2nnc(NC(=O)CN3CCOCC3)s2)cc1 | 7 | 6 | -1 | 3 | -3.5 | -1 | -2.4 | 0
0 | CN(C)C(=O)N1CCC(C(=O)NCc2ccccc2)CC1 | 19 | -3 | -1 | -3 | 0.1 | 3 | -0.7 | 3
nt | COc1cc2cc(Oc3ccc4ccc(=O)oc4c3)c(=O)oc2cc1OC(=O)/C=C/c1ccccc1 | 0 | 2 | 2 | nt | nt | 2 | nt | 4
-17 | Cc1ccc(-c2csc3ncn(CC(N)=O)c(=O)c23)cc1C | 24 | 1 | 3 | 3 | -1.4 | -8 | -0.9 | 0
1 | CCC(C)NC(=O)CCCc1ccccc1 (centres undefined) | -1 | 1 | -1 | 7 | -2.7 | 4 | -1.7 | -4
-9 | O=C(OCC(=O)N1CCCC1)c1ccc(NS(=O)(=O)c2cccs2)cc1O | 20 | 4 | 3 | 2 | -1.5 | 12 | -2.4 | 18
0 | COC(=O)c1ccc(Cl)c(NC(=O)CN2CCN(C)CC2)c1 | 17 | 0 | -11 | -6 | -2.1 | 10 | 0.3 | 0
-3 | O=[N+]([O-])c1ccc(-c2ncc(-c3ccc(Br)cc3)o2)cc1 | 8 | 2 | 5 | 1 | -1.6 | 4 | -2.0 | -17

From PubChem BioAssay
